# PDI turbidity: PDI (human) enzyme inhibition; P07237; PDI insulin aggregation turbidity, A650, 90 min; inhibition, % at 10 µM; 0.052% of 350,000 active; AID 588391;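 active means mean inhibition across replicates of 30% or more, whatever share of single replicates reach that level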;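 further: absorbance from insulin aggregation driven by PDI reduction with DTT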
# Target sequence (P07237 whole entry, looked up): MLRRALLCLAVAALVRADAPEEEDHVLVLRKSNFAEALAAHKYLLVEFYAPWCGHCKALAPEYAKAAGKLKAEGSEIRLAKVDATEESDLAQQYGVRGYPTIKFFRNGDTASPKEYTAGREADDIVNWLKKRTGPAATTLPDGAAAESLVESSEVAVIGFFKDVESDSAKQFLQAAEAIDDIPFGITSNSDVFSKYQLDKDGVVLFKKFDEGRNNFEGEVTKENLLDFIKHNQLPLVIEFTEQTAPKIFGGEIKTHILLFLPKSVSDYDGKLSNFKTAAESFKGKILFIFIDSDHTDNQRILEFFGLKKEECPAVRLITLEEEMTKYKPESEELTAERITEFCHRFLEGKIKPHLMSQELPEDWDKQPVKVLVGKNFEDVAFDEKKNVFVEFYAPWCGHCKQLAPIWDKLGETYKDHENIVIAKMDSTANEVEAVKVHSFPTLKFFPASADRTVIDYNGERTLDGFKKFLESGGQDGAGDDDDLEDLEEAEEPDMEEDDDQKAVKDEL
# HIF-2a inh: inhibitors of HIF-2a. 786-0 RCC cells HIF-2a reporter, luciferase luminescence, overnight. inhibition, % at 18.8 µM. 0.72% of 360,000 active;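 active means inhibition of the luminescence signal of 40% or more relative to plate controls, in a single-dose primary screen at 18.75 µM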
# TRPM1 prom inh: reduces MITF-dependent TRPM1 promoter luciferase signal | SK-MEL-5 TRPM1 promoter luciferase, 24 h | inhibition, % at 12.5 µM | 0.83% of 330,000 active | AID 488899;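 active means mean inhibition across replicates of 60% or more, whatever share of single replicates reaches that level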; further: values of inactives mirror those of a sister screen read the other way
# aDG glyco act: increases alpha dystroglycan glycosylation | Pro5-aDG cells, alpha-DG glycosylation AlphaScreen (IIH6); 0% Pro5, 100% B10-LARGE cell signal | activation, % at 10 µM | AID 624168 | 0.22% of 360,000 active;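 active means activation of at least 8% versus controls, or a plate z-score of at least 8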;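 further: Pro5 are CHO cells carrying HIG-tagged alpha-DG that lacks glycosylation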
# Vif inh: blocks HIV Vif function. HEK293T cells, Vif self-association by quenched fluorescence, imaging, 24 h. inhibition, % at 7.49 µM. 0.35% of 340,000 active. AID 602346; in the data active means inhibition above about 50%, passing the limit was not always enough; further: some results filed as inactive read as strong as hits
# Exocytosis inh: blocks lytic granule exocytosis | TALL-104 LAMP-1 surface exposure, flow cytometry; cells stimulated with thapsigargin and PMA | inhibition, % at 10 µM | 0.66% of 360,000 active | AID 651702;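 active means inhibition above about 55%, limit read from the data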
# iPSC survival up: enhancers of human iPSC single-cell survival | hiPSC single-cell survival, ATPlite luminescence; 100% = ROCK inhibitor wells, 0% = DMSO | AID 602274 | 0.044% of 360,000 active | survival enhancement, % at 20 µM; in the data active means survival enhancement above about 18%;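 further: cells exposed to compounds for 16 hours before the ATP read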
# Peg3 promoter: inhibitors of Peg3 promoter; HeLa PEG-Prom luciferase reporter, luminescence, overnight; inhibition, % at 20 µM; 1.7% of 360,000 active; AID 588405;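 active means inhibition of at least 50% at 20 µM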
# NR2E3 ag-1: activates human NR2E3 receptor; Q9Y5X4; CHO-S Gal4-NCOR/VP16-NR2E3 two-hybrid, luciferase; inhibition of corepressor binding, % at 3.98 µM; 0.35% of 360,000 active; AID 602229;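 active means inhibition above the mean of all tested compounds plus 3 SD, cut at about 70% in these data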;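 further: 0% = DMSO with NR2E3 transfected cells and 100% = cells lacking NR2E3 construct; higher means lower luciferase signal from less NR2E3 corepressor binding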
# Target sequence (Q9Y5X4 whole entry, looked up, the tested form may be a part): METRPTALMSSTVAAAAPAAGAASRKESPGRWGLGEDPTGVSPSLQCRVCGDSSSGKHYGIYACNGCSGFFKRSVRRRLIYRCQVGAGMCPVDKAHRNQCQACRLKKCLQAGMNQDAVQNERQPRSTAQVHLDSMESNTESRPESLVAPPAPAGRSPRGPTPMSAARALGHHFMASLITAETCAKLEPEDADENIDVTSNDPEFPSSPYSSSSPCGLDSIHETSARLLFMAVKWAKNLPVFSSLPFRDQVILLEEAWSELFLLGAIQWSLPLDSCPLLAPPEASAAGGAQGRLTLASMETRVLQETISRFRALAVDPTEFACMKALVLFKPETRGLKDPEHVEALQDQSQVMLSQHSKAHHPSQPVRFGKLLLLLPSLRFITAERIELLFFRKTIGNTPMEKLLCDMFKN
# CaV13 FRET inh: Disruptors of the CACNA1D IQ motif to Ca2+-dependent inactivation inhibitor domain association, primary screening, Förster resonance energy transfer in intact living …; HEK cells, CFP/YFP FRET ICDI-IQ, plate reader, 10 min; percent FRET-ratio fall versus neutral wells; inhibition, % at 12.3 µM; 0.098% of 340,000 active;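 active means mean replicate inhibition of at least 30% and at least 1% of replicates passing that level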;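 further: 0% = median of the neutral control wells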
# NR2E3 ag-2: activates human photoreceptor nuclear receptor NR2E3. AID 2300. 0.12% of 320,000 active. Q9Y5X4. inhibition of corepressor binding, % at 4.78 µM. GST-NR2E3/biotin-RetCOR TR-FRET, 1536-well;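 active means percent inhibition above the cutoff of mean plus 3 SD of all tested compounds, set per screening campaign, cut at about 20% in these data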;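 further: 0% = DMSO wells and 100% = biotin wells as full block of FRET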
#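 Test system: GST-NR2E3 and biotin-RetCOR proteins | Quantity: 1.35 nM GST-tagged NR2E3 final | Medium: Tris pH 7.5 | Also added: 7 nM biotin-RetCOR | Dosing: Compound at 4.8 µM, single dose | Timing: 5 h at 4 °C | Detection: Time-resolved FRET | Read-out basis: Percent inhibition | Benchmarks: Biotin wells as high control, 0.6% DMSO wells as low control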
# * marks the source's active call; other numbers are inactive results; nt = no result given.
SMILES,PDI turbidity,HIF-2a inh,TRPM1 prom inh,aDG glyco act,Vif inh,Exocytosis inh,iPSC survival up,Peg3 promoter,NR2E3 ag-1,CaV13 FRET inh,NR2E3 ag-2
COc1ccc(C(CC(=O)O)NC(=O)Nc2ccccc2)cc1OC (stereo unspecified),16,8,-5,0.4,-4,1,2.0,-1,-2,-4,5
CC1(c2cccc(Br)c2)NC(=O)N(CC(=O)N2CCc3ccccc32)C1=O (stereo unspecified),-4,18,2,0.0,13,2,0.0,26,19,-6,3
COc1ccccc1C(=O)Nc1ccc2c(c1)CCCN2C(=O)c1cccs1,-7,-71,-9,-0.1,-6,-1,-0.3,-51,-14,-7,-3
Cc1cccc(N=C2NC(=O)/C(=C\c3cccs3)S2)c1,-1,-102,-43,1.7,2,2,-0.9,-95,5,-14,-1
c1ccc2c(c1)Cc1ccccc1O2,1,-1,-3,-0.1,6,-1,3.1,-12,-3,-5,8
Cc1ccc(-c2nc3cc(C)c(Br)c(C)n3c2CC2CCCCC2)cc1,nt,-111,nt,-0.1,nt,-6,-0.1,nt,-67,-6,nt
O=C(NCc1ccccn1)Nc1cc(Cl)ccc1Cl,14,-38,2,-0.1,5,0,-0.3,-2,-42,nt,-1
O=C(Nc1cccc(NC(=O)c2ccc([N+](=O)[O-])o2)c1)c1ccco1,7,-13,64*,0.6,0,-12,-0.4,57*,22,-2,3
CC(=O)Nc1ccc(-c2nnc(SCc3c(C)cc(C)cc3C)n2C)cc1,5,15,3,0.5,1,-1,-1.4,20,-7,-4,0
CC(C)(C)NC(=O)[C@H]1CC[C@H]2[C@@H]3CC[C@H]4NC(=O)C=C[C@]4(C)[C@H]3CC[C@]12C,-1,1,-1,0.0,-3,2,5.7,5,1,-4,-1
COc1ccc(N(Cc2ccccc2)C(=O)CSc2nnc(Cn3nnc4ccccc43)o2)cc1,1,16,28,0.1,-13,-2,-2.0,20,12,0,1
CC1(C)Cc2nc3oc4c(NCc5ccccc5)ncnc4c3cc2CO1,6,11,2,-0.2,-5,0,-3.0,21,20,-9,-1
CC1(C)CC(=O)C2=C(C1)NC(=O)NC2c1ccc(Cl)cc1 (stereo unspecified),-5,12,nt,0.0,22,-2,0.3,7,12,-6,-1
Cc1c(C(=O)N2CCCCC2)oc2ccc(Br)cc12,0,-271,-71,0.1,-7,-4,-0.5,-267,-79,-17,0
CCOC(=O)c1sc(NC(=O)Nc2ccccc2)cc1C,2,-252,-106,2.1,3,0,-1.3,-231,-142,-3,3
CCOC(=O)C1=C(C)NC(=O)NC1c1ccc(-c2ccc(Cl)cc2)o1 (stereo unspecified),-3,30,8,0.4,-7,0,-1.6,21,-42,-12,0
COCc1c(C(=O)N/N=C(\C)c2ccc(Cl)s2)nnn1-c1nonc1N,6,8,11,-0.2,1,-10,-0.4,6,-3,-4,5
Cc1ccccc1OCc1nnc(SCC(=O)Nc2ccc3c(c2)oc2ccccc23)n1C,-7,-81,-57,0.0,nt,6,0.3,-2,1,-4,0
C[C@H](CO)N1C[C@H](C)[C@@H](CN(C)Cc2ccc(-c3ccccc3)cc2)Oc2c(NS(=O)(=O)c3ccccc3)cccc2C1=O,-2,19,-2,0.1,5,17,1.3,12,19,-9,nt
O=C(Nc1ccc(F)cc1)Nc1cccc(Br)c1,6,-197,nt,0.3,-5,-13,-0.4,-94,-40,-5,2
Cc1cc(C)c(C#N)c(N)n1,-2,13,7,0.0,-5,-3,5.3,3,22,2,2
CCC(=O)Nc1nc(-c2ccc3c(c2)CC(C)N3S(C)(=O)=O)cs1 (stereo unspecified),-7,-210,-35,-0.2,nt,-3,1.7,-85,-49,3,2
c1cc(CNc2ccc(N3CCOCC3)cc2)ccn1,-4,-4,12,-0.1,-6,-2,4.5,-15,-6,nt,-2
CC1(C(=O)Nc2cccc3ncccc23)CCN1C(=O)CCc1ccccc1 (stereo unspecified),-8,13,nt,0.0,8,1,0.0,18,-3,-5,nt

# Looked up by compound from the entries so far:
SMILES,PDI turbidity,HIF-2a inh,TRPM1 prom inh,aDG glyco act,Vif inh,Exocytosis inh,iPSC survival up,Peg3 promoter,NR2E3 ag-1,CaV13 FRET inh,NR2E3 ag-2
CCC(=O)Nc1nc(-c2ccc3c(c2)CC(C)N3S(C)(=O)=O)cs1 (stereo unspecified),-7,-210,-35,-0.2,nt,-3,1.7,-85,-49,3,2
CC(=O)Nc1ccc(-c2nnc(SCc3c(C)cc(C)cc3C)n2C)cc1,5,15,3,0.5,1,-1,-1.4,20,-7,-4,0

# Additional results.
SMILES,PDI turbidity,HIF-2a inh,TRPM1 prom inh,aDG glyco act,Vif inh,Exocytosis inh,iPSC survival up,Peg3 promoter,NR2E3 ag-1,CaV13 FRET inh,NR2E3 ag-2
COc1ccccc1CC(=O)Nc1cccc2ccccc12,0,4,-1,0.0,3,-8,-0.3,6,6,-4,0
CCn1c2ccccc2c2cc(NC(=O)c3cccc([N+](=O)[O-])c3)ccc21,-2,-22,-21,0.4,-7,4,-0.2,-9,16,4,2
Cn1c(=O)c(=O)n(C)c2cc(S(=O)(=O)N3CCCC3C(=O)Nc3ccccc3F)ccc21 (stereo unspecified),nt,0,-4,0.1,16,2,-2.6,4,-21,-2,-1
CSc1ccc(CN2CCN(CCC(C)C)C(CCO)C2)cc1 (stereo unspecified),0,5,4,0.1,8,-1,-0.5,4,-5,-3,-2
Cc1cc(C)c(CN2CCC(n3nccc3NC(=O)C3CCOC3)CC2)cc1C (stereo unspecified),-53,12,1,0.2,-14,2,-0.4,2,6,-10,0
CCOc1ccc(-c2noc(CCC(=O)NCCc3ccccc3)n2)cc1OC,7,-79,-19,0.0,-4,4,-0.1,-37,-17,-4,4
COc1ccc2nc(NC(=O)CCN3C(=S)NC(C)(C)CC3C)sc2c1 (stereo unspecified),3,-25,2,-0.5,-12,-3,-0.7,12,-9,-4,2
COc1cc(/C=C(\NC(=O)c2ccccc2)C(=O)Nc2cccc(O)c2)c([N+](=O)[O-])cc1OC,-1,8,-7,0.2,0,0,2.3,14,14,-7,-2
CN1CCN(c2nc(C(N)=O)cc(-c3ccccc3)n2)CC1,-6,7,14,-0.1,16,-1,-2.5,-1,-8,-5,0
CCc1ccc(OCC(=O)Oc2ccc([N+](=O)[O-])cc2)cc1,-3,15,5,0.1,-4,-5,2.0,4,20,-3,4
COc1ccc(CNC(=O)C(=O)NC2CC(C)(C)NC(C)(C)C2)cc1,4,19,7,0.0,3,-2,1.0,14,-1,-18,-1
Cc1sc(N/N=C/c2ccco2)nc1-c1ccccc1,-1,-197,-16,0.1,-16,-2,4.5,-145,-58,1,1
COCCN1C(=O)COc2ccccc2C1C(=O)NC1CCCC1 (stereo unspecified),nt,1,nt,0.0,nt,-7,0.0,nt,0,-5,nt
CCCN(CCC)c1ccc(/C=C/c2ccc3cc(OCC)ccc3n2)cc1,-9,-172,-54,1.7,10,18,-0.5,-213,-24,-5,-2
Cc1ccc(C)c2c(N)c3c(nc12)CCCCC3 (tested in a mixture with another compound),9,9,16,0.5,1,-1,6.9,2,8,-6,0
CCOC(=O)C1=NOC(COc2ccccc2C=O)C1 (stereo unspecified),-6,2,-9,-0.2,7,-3,-1.7,5,-5,-7,-1
Cc1cccc(-n2c(=O)c3c(C)c(C)sc3n(CC(N)=O)c2=O)c1,8,19,-1,-0.1,4,-7,0.0,4,-12,-5,-1
COc1ccc(C(=O)NCCS(=O)(=O)N(C)C2CCCCC2)cc1,5,8,-4,-0.1,-6,7,-0.2,-2,-5,-6,-1
O=C(NCC1CCC(C(=O)O)CC1)c1cccnc1 (stereo unspecified),3,-3,3,0.0,nt,-1,0.2,6,-31,-7,3
CCN1C(=O)[C@H]2[C@H]3CN=C(SCc4ccc(C)cc4)N3[C@@](Cc3ccccc3)(C(=O)OC)[C@H]2C1=O,4,3,-3,-0.1,-27,1,0.4,4,0,-5,nt
Cc1ccc(-c2nnc(NC(=O)c3c(F)cccc3Cl)s2)cc1,nt,-26,nt,0.2,3,4,-1.3,-55,-10,3,-1
O=C(O)CNC(=O)c1ccc(NC(=O)/C(=C/c2ccccc2)NC(=O)c2ccccc2)cc1,-9,2,7,0.0,4,0,-0.3,-9,-3,-3,-1
COC(=O)[C@]1(C)N[C@H](CN(C)C(=O)C2CCCCC2)[C@@H]2C(=O)N(C)C(=O)[C@@H]21,-4,11,6,-0.1,4,1,-3.0,-16,-4,-7,nt
CCc1ccc2oc(-c3cccc(N)c3)nc2c1,1,-46,-18,-0.2,nt,-3,-3.5,-76,-112,-4,3
CCOC(=O)c1c(C)[nH]c(C(=O)N(C)CC(=O)Nc2ccc(OC)cc2)c1C,4,9,4,0.1,-3,1,-3.5,21,3,-6,3
CCOC(=O)/C=c1\s/c(=C(\C#N)C(=O)OCC)n(-c2ccccc2)c1=O,12,11,16,0.1,10,-4,1.0,10,-3,-4,-5
CCOC(=O)c1cccc(S(=O)(=O)N(CCO)Cc2cc3cc(OC)c(OC)cc3[nH]c2=O)c1,-2,4,7,-0.1,3,-4,0.0,5,19,-4,2
COc1cc(/C=N/NC(=O)c2cccnc2)ccc1OC(=O)c1ccc2c(c1)OCO2,-7,-3,1,0.0,nt,2,-1.4,-58,-18,-3,5
O=C(NNC(=O)c1ccccc1Br)c1cccc(Cl)c1,-1,-190,4,-0.3,nt,-2,-0.8,-123,-67,-6,4
Cc1ccnc(NC(=O)Nc2ccc(F)cc2)c1,2,-193,-40,-0.1,7,-2,-1.9,-287,-114,nt,2
COc1ccc(C(=O)Nc2ccc(-c3ccc(NC(=O)c4ccc(OC)cc4)c(OC)c3)cc2OC)cc1,0,18,-5,0.2,-2,-2,-2.6,35,0,-19,0
CCOc1ccccc1C1C(C(N)=O)=C(C)Nc2nc(-c3ccccc3Cl)nn21 (stereo unspecified),12,6,4,0.1,9,0,5.0,11,9,nt,2
CC(C)(C(=O)N1CCC1(C)C(=O)NS(=O)(=O)c1ccc(C#N)cc1)c1ccccc1 (stereo unspecified),-2,5,nt,0.0,4,4,-0.6,14,-24,-5,nt
CCOC(=O)[C@]12CCC=C1N(Cc1cccc3ccccc13)C(=O)[C@H](CC(=O)N1CCOCC1)C2,nt,-9,nt,0.1,nt,-2,-1.6,nt,-12,-4,nt
O=C(Cn1nnc(-c2ccc(CN3CCOCC3)cc2)n1)N(c1ccccc1)c1ccccc1,-1,13,9,0.0,-2,0,-0.5,-5,-17,1,1
COc1ccc([N+](=O)[O-])cc1NC(=O)Cc1noc2ccccc12,-3,-4,7,0.4,5,3,0.3,6,-19,-6,0
CCN1C(=O)C2C(C1=O)N1C(c3ccccc3)C3C(=O)N(CC)C(=O)C3N1C2c1ccccc1 (stereo unspecified),-19,6,0,-0.2,-7,-4,3.2,3,-2,nt,0

# A few values from the results shown.
# Entry for O=C(NNC(=O)c1ccccc1Br)c1cccc(Cl)c1 in Exocytosis inh: -2
# Entry for CCN1C(=O)C2C(C1=O)N1C(c3ccccc3)C3C(=O)N(CC)C(=O)C3N1C2c1ccccc1 (stereo unspecified) in aDG glyco act: -0.2
# Entry for CCOc1ccccc1C1C(C(N)=O)=C(C)Nc2nc(-c3ccccc3Cl)nn21 (stereo unspecified) in NR2E3 ag-2: 2
# Entry for COc1ccc([N+](=O)[O-])cc1NC(=O)Cc1noc2ccccc12 in HIF-2a inh: -4

# From PubChem BioAssay

# Compounds as they come; overall some 3.5% were active at least once.
